# BRCT PPI green – qHTS Assay for Inhibitors of BRCT-Phosphoprotein Interaction (Green Fluorophore). BRCA1 BRCT-phosphopeptide binding, green fluorescence polarization. Potency, µM (highest dose often 76.9 µM), without a hit: at the top dose activity change, negative = inhibition, hits mostly inhibitors. actives 0.05% (n = 75,000). AID 875, 2007;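 also: potency is read from the fitted curve at half-maximal effect; plate controls were peptide without protein for full effect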
#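 Fluorescence polarization: His-tagged BRCT (~35 kDa BRCA1 C-terminus, 250 nM) bound to 100 nM fluorescein-labeled phosphorylated 10-aa BACH1 peptide, pH 7.3 phosphate buffer with DTT and Tween 20. Compounds incubated 12 min at room temperature; inhibition read as lowered polarization.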
# UbGFP stabilizer – Ubiquitin-GFP Assay | Potency, µM (highest dose often 45.9 µM), for inactives: at the highest dose activation (GFP accumulation), hits mostly activators | 67,000 tested, under 10 active | Ubiquitin-GFP reporter cells, proteasome inhibition, GFP fluorescence; response scale: untreated = 0%, 10 µM MG-132 = 100%; active = well fitted activation curve with a large enough effect, not every such curve was filed as active; inconclusive = small, poorly fitted or top-dose-only effect, or another doubt; inactive = no such curve, though single readings can be large or run the other way; also: potency is read from the fitted curve at half-maximal effect
#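 Proteasome block read as GFP accumulation: ubiquitin(G76V)-GFP U2OS cells exposed to compound (2.9 nM–46 uM) for 4 hr at 37 C. Normalization used untreated cells as 0% and 10 uM MG-132 as 100%; concentration-response curves fitted.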
# DNA Pol III inh – qHTS Assay for Inhibitors of DNA Polymerase III Holoenzyme System. reconstituted DNA polymerase III holoenzyme replication, biochemical. Potency, µM (top dose mostly 57.1 µM), for inactives: top-dose activity change, negative = inhibition. actives 0.25% (n = 71,000); also: potency is read from the fitted curve at half-maximal effect; % is scaled to controls: 0 for no effect and ±100 for the full control effect
#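 Reconstituted *E. coli* holoenzyme (0.35 nM Pol III, 1 nM beta, 154 nM SSB, 2 nM primase) was preincubated with compound for 15 min at RT. Synthesis on 1.4 nM ssM13Gori ran 35 min, then was stopped with PicoGreen/EDTA and read as dsDNA fluorescence.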
# A350 fluor – qHTS Assay for Spectroscopic Profiling in A350 Spectral Region | Compound autofluorescence, 340/450 nm, Alexa 350 dye-equivalents; active compounds read high | max dye-equivalent concentration, M | actives 11% (n = 59,000); in the data active = max dye-equivalent concentration above about 10 nM; inconclusive = mostly about 1.1 nM to 9.6 nM
# 15-hLO inh – qHTS Assay for Inhibitors of 15-hLO (15-human lipoxygenase); Polyunsaturated fatty acid lipoxygenase ALOX15 (Homo sapiens), P16050; purified 15hLO-1, xylenol orange hydroperoxide absorbance; Potency, µM (top dose mostly 57.1 µM), without a hit: top-dose activity change, negative = inhibition, hits mostly inhibitors; actives 1.4% (n = 74,000); also: potency is read from the fitted curve at half-maximal effect; % is scaled to controls: 0 for no effect and ±100 for the full control effect; nearly all actives have a fitted effect of over 55% in size
#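 Readout: Fe(III)-xylenol orange absorbance, 573-to-405 nm ratio as reaction progress. Enzyme 40 nM purified human 15hLO-1, substrate 50 uM arachidonic acid, 6 min RT after 15 min compound preincubation; Hepes pH 7.5 buffer with Triton X-100.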
# HBB splicing – qHTS Assay for Modulators of Hemoglobin Beta Chain Splicing; HBB splicing reporter cell assay, activation; EGFP reporter with mutant IVS2-654 intron; response scale: normalised to 500 nM splice-correcting PNA; actives 0.06% (n = 65,000); Potency, µM (series often up to 46.1 µM), for the others: top-dose activation, most hits filed as activators; also: potency is read from the fitted curve at half-maximal effect; 0% is about no effect
#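 HeLa cells stably expressing EGFP interrupted by mutant beta-globin intron 2 (IVS2-654), 500/well in 2% FCS. Treated with compound for 2 days at 37C. Splicing correction scored as total well GFP intensity (488 nm excitation, 500-520 nm emission); 500 nM antisense PNA served as control.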
# GFP derepression – qHTS Assay for Epigenetic Modulators; actives 0.09% (n = 68,000); Potency, µM (series often up to 46.1 µM), for the others: at the top dose GFP derepression (activation); AID 597, 2007; mouse C127i GFP locus derepression, cytometry, 30 h; also: % of control where 0% means no effect
#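 Derepression screen: silenced CMV-GFP reporter in murine C127i cells, 30 h compound incubation at 37 C, washed cells imaged by laser-scanning cytometer to enumerate GFP-expressing objects of 20 to 120 um.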
# Hsp90 Hop PPI – qHTS Assay for Disrupters of an Hsp90 Co-Chaperone Interaction. Hsp90 C-terminal peptide / TPR2A (Hop) interaction, human. AlphaScreen TPR2A-His6 binding biotin-Hsp90 C-terminal peptide. Potency, µM (top dose mostly 57 µM), without a hit: at the top dose activity change, negative = inhibition. actives 0.44% (n = 71,000). AID 595, 2007; active = well fitted curve in either direction with a large enough effect; inconclusive = small, poorly fitted or top-dose-only effect, or another doubt; also: potency is read from the fitted curve at half-maximal effect; % is scaled to controls: 0 for no effect and ±100 for the full control effect; many of its hits are not listed in these tables
# 4MU fluor – qHTS Assay for Spectroscopic Profiling in 4-MU Spectral Region; actives 11% (n = 59,000); AID 589, 2007; compound autofluorescence, 340/450 nm, 4-MU equivalents; active compounds read high; max dye-equivalent concentration, M; in the data active = max dye-equivalent concentration above about 10 nM; inconclusive = mostly about 1.1 nM to 9.6 nM
#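 Compounds in 100 mM Tris, pH 8.0, sat 15 min at room temperature before fluorescence was read at 340 nm excitation/450 nm emission; a per-plate six-point 4-MU standard curve converted signals to dye-equivalent concentration at each compound concentration.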
# BRCT PPI red – qHTS Assay for Inhibitors of BRCT-Phosphoprotein Interaction (Red Fluorophore); actives 0.03% (n = 75,000); Breast cancer type 1 susceptibility protein (Homo sapiens), P38398; Potency, µM (doses to about 76.9 µM), for the others: top-dose activity change, negative = inhibition, hits mostly inhibitors; BRCT-phosphopeptide binding, red fluorescence polarization; also: % is scaled to controls: 0 for no effect and ±100 for the full control effect
#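 Fluorescence polarization: 100 nM His-tagged BRCA1 BRCT with 100 nM TAMRA-labelled phospho-BACH1 decapeptide, phosphate buffer pH 7.3 with 150 mM NaCl, DTT, 0.01% Tween 20; 12 min RT. Binding inhibition seen as FP decrease.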
# CRE-bla Fsk – Cell signaling CRE-BLA (Fsk stim) | CHO CRE-bla reporter (cAMP response element driving beta-lactamase), forskolin EC10, beta-lactamase ratio | Potency, µM (highest dose often 38.2 µM), without a hit: at the highest dose activity change, negative = inhibition, usual class: activators | actives 2.5% (n = 71,000) | AID 662, 2007; active = well fitted activation curve with a large enough effect in the signal ratio, with a control signal flat, not every such curve was filed as active; inconclusive = small, poorly fitted or top-dose-only effect, or effect the other way, or a change in a side signal; the % refers to the signal ratio; also: potency is read from the fitted curve at half-maximal effect; % of control where 0% means no effect
#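 Beta-lactamase reporter under a cAMP responsive element in CHO cells; compounds tested in titration series against EC10 NKH 477, 3 h at 37 °C. Read-out: CCF4 FRET ratio 460nm/530nm (excitation 405nm) giving %Activity, fitted to AC50.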
# The depositor's hits bear a star; i = inactive; ? = inconclusive; . = no result given; & = joins results of further samples; [ ] = another dose, or the depositor's remark. Unless noted, calls follow the shape of the dose curve; as a rule, active = well fitted curve in the direction sought with a large enough effect; inconclusive = small, poorly fitted or top-dose-only effect, or another doubt; inactive = no such curve, though single readings can be large; an effect the other way counts as inactive or inconclusive.
# Value order: BRCT PPI green	UbGFP stabilizer	DNA Pol III inh	A350 fluor	15-hLO inh	HBB splicing	GFP derepression	Hsp90 Hop PPI	4MU fluor	BRCT PPI red	CRE-bla Fsk
- O=C(CS(=O)(=O)Cc1ccccc1)Nc1ccccn1
 : -0.6%	0%	-1%	i	6%	1.7%	6%	-5%	i	-1.9%	-9%
- Cc1ccc(S(=O)(=O)Cc2ccc(C(=O)N3CCN(Cc4ccccc4)CC3)o2)cc1
 : -1.5%	-3%	-11%	.	-3%	-1.3%	.	-3%[2.3 µM]	.	-1.5%	-5%
- COc1cccc(C2C(C#N)=C(N)Oc3c2oc(CO)cc3=O)c1OC (configuration not stated)
 : -0.8%	2%	-2%	?	?	12%[0.369 µM]	4%	0%	i	-2.1%	0%
- Cc1ccc2cc(CN(Cc3ccco3)C(=O)c3cccs3)c(=O)[nH]c2c1
 : 4.4%	-7%	-3%	i	?	4.0%[1.84 µM]	-4%	0%	i	-1.4%	?
- Cc1ccc2c(CC(=O)NC3=NCCS3)coc2c1
 : 0.1%	1%	4%	i	-4%	0.5%	1%	-15%	i	-1.8%	?
- COc1cc(Cl)c(CC(=O)c2c[nH]c3ccccc23)cc1OC
 : 0.8%[15.4 µM]	2%[9.17 µM]	-7%[11.4 µM]	i	-4%[11.4 µM]	0.0%[9.22 µM]	12%[9.22 µM]	0%[11 µM]	i	1.2%[15.4 µM]	-2%[7.6 µM]
- Cc1nn(-c2ccccc2)c(C)c1C(=O)OCC(=O)Nc1ccc2c(c1)OCO2
 : 0.2%	0%	-2%	i	0%	2.7%[1.84 µM]	-5%	-3%	i	0.9%	?
- Cc1cc(C)c2cc(CN(CC3CCCO3)S(=O)(=O)c3ccc4c(c3)OCCO4)c(=O)[nH]c2c1 (configuration not stated)
 : 0.5%	-2%	1%	?	-8%	.	-2%	-7%	i	-0.9%	12%
- Cc1nn(C)c(C)c1S(=O)(=O)N1CCC(C(=O)NCC2COc3ccccc3O2)CC1 (configuration not stated)
 : -1.9%	3%	-1%	.	-6%	0.0%	0%	-2%	.	-0.4%	-8%
- CN(C)c1ccc(C(=C2C=CC(=[N+](C)C)C=C2)c2ccc(N(C)C)cc2)cc1
 : -1.8%[3.08 µM]	.	40µM*	.	-3%&0%	-0.8%	.	?	.	-4.4%&-0.3%	?
- CC1CCN(Cc2nc3c(c(=O)n(C)c(=O)n3C)n2Cc2c(F)cccc2Cl)CC1
 : 0.2%	0%	-2%	i	1%	-0.8%[1.84 µM]	2%	-1%	i	0.8%	11%
- CCCCP(=O)(CCCC)Cc1ccccc1O
 : -4.0%	-7%	-2%	.	2%	-0.8%	-2%	-1%	.	-1.0%	-5%
- OCCN(Cc1ccccc1)Cc1cccc(F)c1
 : -1.5%	15%	1%	i	-1%	0.7%	-3%	-2%	i	0.9%	-17%
- COc1ccc(-c2noc(CN(C(=O)C(C)(C)C)C(C)C)n2)cc1
 : -1.3%	0%	0%	i	7%	-3.0%	2%	2%	i	-3.4%	-4%
- OC1CCN(C(c2ccc3ncccc3c2)c2nnnn2C2CCCCC2)CC1 (configuration not stated)
 : 1.3%	4%	-1%	i	0%	.	-1%	4%	i	0.4%	2%
- CCCCCN(C(=O)NC(=O)NC(C)CC)S(C)(=O)=O (configuration not stated)
 : -1.8%	-4%	0%	i	-1%	0.5%	-1%	-2%	i	0.1%	-7%
- CC1(C)CC(=O)C(C=NCCCn2ccnc2)=C(O)C1
 : -1.8%	13%[9.17 µM]	-6%[11.4 µM]	.	6%[11.4 µM]	-3.9%[0.0738 µM]	-2%	-4%[11 µM]	.	0.4%	?
- Cc1ccc(NC(=O)CSc2nnc(Cc3cccn3C)n2-c2ccc(F)cc2)c(C)c1
 : -1.4%	1%	0%	.	-14%	-1.0%	.	-3%[2.3 µM]	.	0.1%	-20%
- Cc1ccc(Cl)cc1N1CCN(Cc2nc3c(c(=O)[nH]c(=O)n3C)n2CCc2ccccc2)CC1
 : -0.1%	-11%	-3%	i	-6%	-1.3%	-2%	-5%	i	0.0%	?
- Cc1cc2oc(=O)cc(C)c2c(=O)o1
 : -1.5%	-7%	2%	?	1%	2.4%[0.369 µM]	2%	0%	?	0.2%	-1%
- CC1CCCN(C(=O)C2CCN(CC3CC=CCC3)CC2)C1 (configuration not stated)
 : -4.1%	2%	-2%	?	3%	0.1%[57.5 µM]	-2%	-2%	i	-1.0%	-14%
- Cc1ccc(-n2c(C)cc(C(=O)CSc3nnnn3C)c2C)cc1
 : -2.9%	0%	2%	i	-11%	-4.0%[57.5 µM]	2%	-12%	i	-0.4%	?
- C[C@@H](C(=O)NCc1ccc(S(C)(=O)=O)cc1)[C@H]1C[C@]1(C)[C@H](NC(=O)OCc1ccccc1)c1ccccc1
 : -0.9%	.	-2%	.	.	-1.4%	.	-7%	.	-1.0%	-13%
- CCOc1ccc(C(F)(F)F)cc1NC(C)=O
 : -2.4%	-10%	-2%	i	2%	-1.3%	2%	4%	i	1.5%	-8%
- O=C(C1CCCN(S(=O)(=O)c2cccs2)C1)N1CCc2ccccc2C1 (configuration not stated)
 : 1.5%	-5%	3%	i	-4%	0.7%	0%	2%	i	0.1%	?
- COc1ccc(C(=O)N2CCC[C@@]3(CCN(C)C3)C2)cc1
 : -3.5%	-6%	-1%	i	-4%	-0.6%	-2%[9.22 µM]	2%	i	-1.1%	0%
- Cc1ccc2c(c1)c1c3n2CCN[C@H]3CCC1
 : -2.5%	0%	-3%	i	-14%&2%[25.6 µM]	1.1%[20.6 µM]	0%	-8%	i	-1.8%	?
- CCC(=O)N1CCN(c2nc(-c3ccccc3)c3c(c2C#N)CCCC3)CC1
 : 3.1%	5%[9.17 µM]	-1%[11.4 µM]	.	-15%[11.4 µM]	4.5%[0.0738 µM]	-2%	15%[11 µM]	.	-2.5%	?
- COc1ccc(CCNC(=O)c2ccc(N3CCCC3=O)cc2)cc1OC
 : 0.0%	0%	-1%	i	1%	0.3%	-1%	-5%	i	0.8%	-13%
- Cc1ccc(C)c(N2CCN(C(=O)c3cc4ccccn4n3)CC2)c1
 : -1.7%	-10%	1%	.	-12%	0.5%	-7%	1%	.	-1.6%	8%
- Cc1cc(NC(=O)CN2CC3CC(C2)c2cccc(=O)n2C3)nc2c1c(=O)oc1ccccc12 (configuration not stated)
 : -2.5%	10%	-2%	.	4%	-0.5%	.	3%	.	-1.8%	?
- O=C(CCn1c(=O)oc2ccccc21)NCc1cccs1
 : -3.6%	-7%	-4%	i	5%	0.0%	3%	-1%	i	-0.2%	?
- CCC1CCCN1Cn1cnc2c([nH]c3ccccc32)c1=O (configuration not stated)
 : 0.5%	5%	-4%	i	-6%	0.1%	10%	3%	i	-2.5%	-2%
- c1ccc(-c2nnc(CSc3nnc(-c4ccncc4)n3Cc3ccco3)o2)cc1
 : -0.4%	2%	-6%	i	-18%	1.2%	-1%	-1%	i	-1.4%	-2%
- COc1ccc(C(CC(=O)O)NC(=O)COc2ccccc2)cc1OC (configuration not stated)
 : -6.0%	2%	-8%	i	4%	-3.6%	0%	-3%	i	1.3%	?
- CCC(=O)/C=C1\Sc2ccc(OC)cc2N1CCO
 : 1.9%	-4%	-14%	2e-08M*	-3%	2.1%	3%	?	1.8e-08M*	-0.9%	-2%
- CCOC(=O)c1c(C)oc2ccc(OCC(=O)N(CC)CC)cc12
 : 0.2%	1%	0%	i	-2%	8.1%[1.84 µM]	0%	4%	i	0.1%	?
- CN(C)c1ccc(-c2cncnc2NCc2cccnc2)cc1
 : 4.3%	3%	1%	i	-2%	-0.1%	3%[9.22 µM]	-5%	i	0.1%	-18%
- CC1=C(C(=O)N2CCCCC2)C(c2cccs2)C2=C(CCCC2=O)N1 (configuration not stated)
 : -0.5%	0%	-1%	.	3%	-0.7%	-4%	-4%	.	1.3%	0%
- Cc1ccc(NC(=O)CSc2nnc(CSc3nc(C)cc(C)n3)n2Cc2ccco2)c(C)c1
 : 0.2%	-3%	3%	i	2%	0.2%	-2%	-4%	i	-0.4%	5%
